GAA inhib – qHTS Assay for Inhibitors of Human alpha-Glucosidase as a Potential Chaperone Treatment of Pompe Disease; Lysosomal alpha-glucosidase (Homo sapiens), P10253; purified human GAA, 4-MU-alpha-glucoside fluorescence; Potency, µM (highest dose often 76.9 µM), without a hit: top-dose activity change, negative = inhibition, hits mostly inhibitors; hit rate 0.005% among 200,000; AID 1466, 2008;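 note: plate controls were uninhibited enzyme wells for no effect and no-enzyme background for full effect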
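qHTS format, compound range up to 77 uM. Human lysosomal enzyme at 4 nM, 400 uM 4-MU glucoside substrate, pH 5.0, 20 min room temperature; fluorescence after alkaline stop gives activity normalized to controls.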
GoLoco inh red – qHTS Assay for Inhibitors of RGS12 GoLoco Motif Activity (Red Fluorophore). Guanine nucleotide-binding protein G(i) subunit alpha-1 (Homo sapiens), P63096. Gai1:RGS12 GoLoco peptide FP, rhodamine, 10 min. Potency, µM (titrated, usually from 61.6 µM), for inactives: at the top dose activity, negative = inhibition, hits mostly inhibitors. hit rate 0.44% among 230,000; active = well fitted inhibition curve with a large enough effect, not every such curve was filed as active; inactive = no such curve, though single readings can be large or run the other way; note: % is set by controls: 0 for no effect and ±100 for the full control effect; nearly all actives have a fitted effect of over 30% in size; many of its hits are not listed in these tables
Target sequence (P63096 whole entry, looked up): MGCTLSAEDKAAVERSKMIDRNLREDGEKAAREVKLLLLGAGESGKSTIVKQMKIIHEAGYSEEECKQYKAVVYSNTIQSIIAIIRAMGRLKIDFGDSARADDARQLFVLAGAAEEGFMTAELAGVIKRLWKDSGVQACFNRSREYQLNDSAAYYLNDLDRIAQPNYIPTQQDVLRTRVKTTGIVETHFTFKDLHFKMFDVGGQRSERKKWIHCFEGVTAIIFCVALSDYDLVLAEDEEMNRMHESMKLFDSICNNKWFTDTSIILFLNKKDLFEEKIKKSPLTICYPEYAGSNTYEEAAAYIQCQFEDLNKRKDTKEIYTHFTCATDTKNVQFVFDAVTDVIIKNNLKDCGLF
HTT aggregate – qHTS Multiplex Assay to Identify Dual Action Probes in a Cell Model of Huntington: Aggregate Formation (GFP); PC12 HttQ103-GFP aggregates, Acumen cytometry, 40 h; Potency, µM (series often up to 46.1 µM), without a hit: at the highest dose activity change, negative = inhibition, actives largely listed as inhibitors; hit rate 1.1% among 220,000; note: % is set by controls: 0 for no effect and ±100 for the full control effect; nearly all actives have a fitted effect of over 60% in size
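Ecdysone-promoter PC12 model expressing HTT exon 1 Q103 fused to GFP, induced by tebufenozide at 100 nM final. Compounds titrated; aggregates sized 1–25 µm scored on a 488 nm laser cytometer.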
IMPase Li cell – qHTS Assay for Identifying the Cell-Membrane Permeable IMPase Inhibitors: Potentiation with Lithium | CHO-M1 cells, IP1 TR-FRET (IP-One), carbachol + lithium | hit rate 0.35% among 210,000 | Potency, µM (highest dose often 59.4 µM), inactives show at the top dose activity, negative = IMPase inhibition, usual class: inhibitors | AID 1457, 2008;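 note: IP1 builds up when IMPase is blocked and the TR-FRET signal falls; plate controls were basal vehicle for no effect and high inhibitor control for full effect; nearly all actives have a fitted effect of over 50% in size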
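Steps: plate 2000 CHO-M1 cells per well and culture 16–30 h; add compound and lithium; incubate 30 min, 37C; add d2-IP1 tracer and Eu cryptate anti-IP1 antibody in lysis buffer; read after 10 min at room temperature.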
HTT cytoprotect – qHTS Multiplex Assay to Identify Dual Action Probes in a Cell Model of Huntington: Cytoprotection (ATP) | PC12 HTT-Q103 induced, cytoprotection, ATP luminescence, 40 h | Potency, µM (highest dose often 56.4 µM), without a hit: cytoprotection (ATP increase), most hits filed as activators | hit rate 0.14% among 230,000;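 note: % of control where 0% means no effect; nearly all actives have a fitted effect of over 45% in size; toxic huntingtin expression switched on by the ecdysone agonist tebufenozide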
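Compounds added alongside 100 nM tebufenozide, which induces toxic Q103 huntingtin exon 1-GFP in stable PC12 cells; surviving cells quantified by luminescent ATP measurement. Medium: phenol red-free DMEM, 5% equine and 5% calf serum.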
aGlu spleen mod – qHTS Assay for Inhibitors and Activators of Human alpha-Glucosidase From Spleen Homogenate | Lysosomal alpha-glucosidase (Homo sapiens), P10253 | human spleen homogenate, 4-MU-alpha-glucoside fluorescence | Potency, µM (highest dose often 79.9 µM), without a hit: at the highest dose activity change, negative = inhibition, most hits filed as inhibitors | hit rate 0.006% among 240,000 | AID 2112, 2009;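 note: 0% = enzyme with vehicle and -100% = no enzyme basal signal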
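Human spleen homogenate (1 ug) with 4-methylumbelliferyl-alpha-D-glucopyranoside (1 mM final) in 50 mM citrate/phosphate pH 5.0, 0.01% Tween-20; 40 min at 37 C. Stopped at pH 10; 4-MU fluorescence Ex 365/Em 440 nm; AC50 by Hill fit.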
GAA glycogen mod – qHTS Assay for Inhibitors and Activators of Human alpha-Glucosidase Cleavage of Glycogen. hit rate 0.38% among 300,000. Potency, µM (top dose mostly 76.4 µM), for inactives: at the top dose activity change, negative = inhibition, usual class: inhibitors. recombinant GAA, glycogen substrate, Amplex Red glucose oxidase fluorescence. Lysosomal alpha-glucosidase (Homo sapiens), P10253;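 note: 0% = full enzyme reaction and -100% = no-enzyme basal signal; the screen sought inhibitors and activators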
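Natural-substrate format: glycogen cleavage by 4 nM human enzyme, glucose read by Amplex Red coupling (Ex 573, Em 610 nm). Normalized to enzyme and no-enzyme controls.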
An asterisk follows results filed as active; ? = inconclusive; / = not tested or not shown; & = joins results of further samples; [ ] = another dose, or the depositor's remark. Unless noted, calls come from the whole dose curve; as a rule, active = well fitted curve in the direction sought with a large enough effect; inconclusive = small, poorly fitted or top-dose-only effect, or another doubt; inactive = no such curve, though single readings can be large; an effect the other way counts as inactive or inconclusive. Potency is the fitted concentration of half-maximal effect. A portion of the library; the hit share may differ from the screen's.

A first look:
SMILES	GAA inhib	GoLoco inh red	HTT aggregate	IMPase Li cell	HTT cytoprotect	aGlu spleen mod	GAA glycogen mod
CCN(CC)C(=O)Oc1ccc(Br)c2ccccc12	-10%	-2%	-14%	-1%	/	6%	-3%
COc1ccc(OC)c(/C=C/C(=O)N2CCCc3ccccc32)c1	?	-2%	-1%	9%	-51%[inhibitor]	-7%	-3%
CCOc1ccccc1NC(=O)COC(=O)c1cc[n+]([O-])cc1	/	14%	-11%[9.22 µM]	/	23%[10 µM]	-5%	-2%
CC(=O)c1ccc(NS(=O)(=O)Cc2ccccc2)cc1	0%	1%	-4%[9.22 µM]	-2%[38.3 µM]	2%	-2%	11%

The list itself, repeating the preview:
SMILES	GAA inhib	GoLoco inh red	HTT aggregate	IMPase Li cell	HTT cytoprotect	aGlu spleen mod	GAA glycogen mod
CCN(CC)C(=O)Oc1ccc(Br)c2ccccc12	-10%	-2%	-14%	-1%	/	6%	-3%
COc1ccc(OC)c(/C=C/C(=O)N2CCCc3ccccc32)c1	?	-2%	-1%	9%	-51%[inhibitor]	-7%	-3%
CCOc1ccccc1NC(=O)COC(=O)c1cc[n+]([O-])cc1	/	14%	-11%[9.22 µM]	/	23%[10 µM]	-5%	-2%
CC(=O)c1ccc(NS(=O)(=O)Cc2ccccc2)cc1	0%	1%	-4%[9.22 µM]	-2%[38.3 µM]	2%	-2%	11%
Cn1c(-c2ccc(C=O)s2)nc2ccccc21	?	1%	14%[9.22 µM]	15%[38.3 µM]	-40%[inhibitor]	14%	-5%
O=C(N/N=C/c1sc(N2CCOCC2)nc1-c1ccccc1)c1ccccc1Cl	-1%	10%	-6%	16%	-13%[10 µM]	2%	-7%
CC(C)CC(=O)CN1C(=O)C2(OCCO2)c2ccccc21	-7%	7%	6%	6%[38.3 µM]	33%[10 µM]	0%	5%
O=C(CCn1c(=O)c2ccccc2n(CC(=O)N2CCN(c3ccccc3)CC2)c1=O)NCc1ccco1	-4%	8%	15%	-3%	23%[1.9 µM]	4%	-13%
N/C(=N\OS(=O)(=O)c1cccc([N+](=O)[O-])c1)c1ccncc1	5%	21%	13%	-7%	10%[10 µM]	8%	4%
CN1CCN(C(c2cccc(C(F)(F)F)c2)c2nnnn2Cc2ccccc2)CC1 (configuration not stated)	1%	5%	-8%	8%[38.3 µM]	3%	-7%	6%
COc1ccc(CCNC(=O)Cn2cnc3c(nnn3Cc3ccccc3F)c2=O)cc1OC	2%	0%	?	1%	-87%[inhibitor][10 µM]	-8%	0%
COc1ccc(N2C(=O)c3ccccc3NC23CCCCC3)cc1	3%	2%	10%	0%[38.3 µM]	-45%[inhibitor]	4%	4%
COc1ccc(NS(=O)(=O)c2ccc(Cl)c(NC(=O)c3cccnc3Cl)c2)cc1	/	-1%	-3%[9.22 µM]	/	-2%[10 µM]	-4%	-2%
CCCCCC(=O)Cc1cc(O)cc(O)c1C(=O)Oc1cc(CC(=O)CCCCC)c(C(=O)O)c(OC)c1	/	-3%	/	1%	/	-6%	/
CC(C)(C)NCc1cc2ccccc2[nH]c1=O	6%	-2%	4%[9.22 µM]	31%[activator][38.3 µM]	-21%	4%	7%
Cc1c(Cl)cccc1NC(=O)CC1Sc2ccccc2NC1=O (configuration not stated)	/	5%	1%[9.22 µM]	/	27%[10 µM]	5%	4%
Cc1sc2nc(SCc3nc4ccccc4[nH]3)n(Cc3ccco3)c(=O)c2c1C	-14%	14%	15%	23%[38.3 µM]	-8%	-3%	3%
N#Cc1c(N)n(CCOC(=O)c2cccc([N+](=O)[O-])c2)c2nc3ccccc3nc12	-6%	6%	15%	5%[38.3 µM]	-47%[inhibitor]	3%	3%
CC1CCCCC1NC(=O)NC(=O)CCl (configuration not stated)	4%	-10%	1%	5%	/	-5%	4%
CC(=O)Nc1ccc(NC(=O)CSCCc2ccccn2)cc1	1%	14%	-5%	-13%[38.3 µM]	6%	-6%	3%
Cn1c(SCC(=O)NCc2ccccc2)nc2c([nH]c3ccccc32)c1=O	10%	6%	14%[9.22 µM]	15%	-34%	1%	21%
Cn1c(N2CCCC2)nc2c1c(=O)n(Cc1ccc(F)cc1)c(=O)n2C	-3%	4%	-12%	-19%[38.3 µM]	-19%	-1%	-2%
Cc1nc2c(C(=O)NCc3ccccc3)c[nH]n2c(=O)c1Cl	-3%	/	9%	/	10%	-1%	4%
COCCCNC(=O)Cn1nnc(-c2ccccc2NC(=O)c2ccccc2F)n1	4%	5%	10%	-27%[38.3 µM]	12%	-3%	2%
NC(N)=N/N=C/c1ccccc1Cl	/	-65%	0%[9.22 µM]	/	7%[10 µM]	-4%	3%
O=C(NNC(=S)Nc1ccc(Cl)cc1Cl)C1CC1	-2%	-1%	27%	5%	11%[10 µM]	-5%	-29%
Nc1nc(-c2ccc3c(c2)OCCO3)cs1	-4%	-10%	2%	14%[38.3 µM]	-29%	4%	-18%
COc1ccc2c(c1)OC/C(=C/c1ccc(OC)c(OC)c1)C2=O	/	4%	/	16%	/	-6%	/
Cc1ccc2c(c1)N(Cc1ccncc1)C(=O)C(C)O2 (configuration not stated)	-1%	8%	-3%	-14%[38.3 µM]	-10%	3%	0%
CCc1c(C)nc2ncnn2c1N1CCC(C(=O)Nc2ccccc2)CC1	1%	-2%	-32%	-18%[38.3 µM]	-8%	10%	2%
CCOc1cccc2cc(-c3nnc(NCc4ccco4)s3)c(=O)oc12	-2%	9%	19%	-27%[38.3 µM]	-33%	4%	-6%
COc1ccc(-c2[nH]ncc2CN2CCCC(C(=O)c3cccc(OC)c3)C2)cc1 (configuration not stated)	2%	10%	7%[9.22 µM]	19%	25%[10 µM]	-2%	9%
CCOC(=O)N1CCC(NC(=O)CS(=O)Cc2nc(-c3ccc(OC)c(OC)c3)oc2C)CC1 (configuration not stated)	2%	-13%	12%	14%[38.3 µM]	-19%	-1%	0%
Cn1cnnc1SCC(=O)Nc1ncc(C(F)(F)F)cc1Cl	3%	-19%	0%	2%	10%	-10%	7%
O=C(Nc1ccc(S(=O)(=O)N2CCCCC2c2cccnc2)cc1)c1c(F)cccc1F (configuration not stated)	-1%	0%	?	10%	14%[10 µM]	2%	-12%
CN(C)c1ncc2nc(-c3ccc(F)cc3)c(=O)n(C[C@H]3CCCO3)c2n1	/	-1%	/	0%	?	1%	/
O=C(N/N=C/c1cccc(OCc2ccccc2)c1)c1ccc(Br)cc1	-2%	-5%	2%	4%	7%[1.9 µM]	-2%	5%
Cc1ccc(C)c(N(C)C(=O)c2cc3c(=O)[nH]c4ccc(C)cc4c3s2)c1	/	30%[activator]	42%[9.22 µM]	/	-29%[10 µM]	-5%	3%
CCOC1(OCC)C(c2ccc(Cl)cc2)C(C#N)(C#N)C1(OCC)OCC (configuration not stated)	-3%	11%	?	16%[38.3 µM]	-22%	-4%	-24%
CCCCCCCCCCCCC/C=C/[C@@H](O)[C@H](CO)N(C)C	/	3%&4%	/	-15%&6%	3%&7%	1%&-6%	/
O=C(c1ccc(Cl)c(S(=O)(=O)N2CCCC2)c1)N1CCN(c2ncccn2)CC1	5%	64%[activator]	8%	2%	12%	3%	-10%
CNC(=O)c1ccsc1NC(=O)c1coc2ccccc2c1=O	/	10%	10%[9.22 µM]	-5%	-8%[10 µM]	4%	-2%
COc1ccccc1CNCC(=O)Nc1ccccc1-n1cccc1	5%	2%	-12%[9.22 µM]	9%	-14%	6%	-2%
COc1ccc(/C=C2\Oc3cc(OC(=O)N4CCOCC4)ccc3C2=O)cc1	1%	7%	-8%[9.22 µM]	/	-5%[10 µM]	1%	11%
N/C(=N\OC(=O)C(c1ccccc1)c1ccccc1)c1ccncc1	/	-5%	14%[9.22 µM]	/	18%[10 µM]	-1%	-2%
CCc1ccc(S(=O)(=O)NCCc2cn3ccccc3n2)s1	-2%	11%	-6%	0%[38.3 µM]	-10%	-2%	-4%
CC1CC(C)CN(CCCNC(=O)Cn2ncn3cccc3c2=O)C1 (configuration not stated)	-4%	4%	19%	0%[38.3 µM]	4%	1%	1%
CCOc1ccc(Nc2oc(-c3cccs3)nc2C#N)cc1	4%	1%	-13%	-1%[38.3 µM]	-12%	2%	?
O=C1CC(C(=O)NCc2ccccc2)N=C(N2CCCCC2)N1 (configuration not stated)	-3%	10%	10%	12%[38.3 µM]	3%	-5%	-12%
COc1ccc(N/N=C(\C#N)C(=N)N2CCOCC2)cc1	-12%	-4%	13%	21%	-72%[inhibitor]	-12%	0%
Cc1ccc(C(=O)NCCCNCCCN(C)C)cn1	0%	2%	-20%	16%[38.3 µM]	-3%[10 µM]	-5%	1%
CCCCCCCCCCCC(=O)N1CC(=O)NC(=O)C1	-5%[15.4 µM]	-9%	-13%[9.22 µM]	/	-9%[10 µM]	-7%	-8%
CC(C(Sc1ccccc1N)c1ccccc1)[N+](=O)[O-] (configuration not stated)	/	3%	18%[9.22 µM]	/	-9%[10 µM]	3%	-2%
CC1(C)CC(=O)/C(=C(\O)CCCN2C(=O)c3ccccc3C2=O)C(=NCCO)C1	-8%	-4%	26%	4%	-28%	1%	18%
CC(=O)Nc1ccccc1OCC(=O)NC(C)c1ccccc1 (configuration not stated)	-3%	6%	3%	3%	16%[10 µM]	-8%	-2%
Cc1ccc(NC(=S)N(CCCN2CCOCC2)Cc2ccco2)cc1Cl	-5%	0%	7%	4%	8%[10 µM]	-17%	-13%
OCCC1CN(Cc2cccc3c2OCO3)CCN1C1CCCC1 (configuration not stated)	9%	10%	-9%[9.22 µM]	22%	4%[10 µM]	0%	21%
O=C1c2ccccc2-c2nnc(-c3ccc(O)cc3)cc21	-4%	-2%	-11%	9%	-65%[inhibitor][10 µM]	-1%	4%
c1ccc(C2CCC(N3CCC(N4CCCCC4)CC3)CC2)cc1 (configuration not stated)	3%	7%	4%	2%[38.3 µM]	-29%	-2%	0%
